CRFR2-BP antag = antagonists of CRF-BP/CRF-R2 complex, primary screen, cell-based, HEK293, calcium dye fluorescence, uHTS | CRF-induced calcium fluorescence | 350,000 tested, 0.59% active | inhibition, % at 11.8 µM;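 active = inhibition of the ligand-induced calcium signal above about 50% at the single tested concentration, limit read from the data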
M4 PAM = human M4 muscarinic receptor positive allosteric modulators, primary screen, CHO-K1 cells, Fluo-8 calcium fluorescence; Muscarinic acetylcholine receptor M4 (Homo sapiens), P08173; CHO-K1 hM4/Gqi5, ACh EC20; 0% = ACh EC20, 100% = maximal ACh; activation, % at 3 µM; 360,000 tested, 0.4% active; AID 624126, 2012;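 active = activation above its plate's cutoff, the mean activation of sample wells plus 3 SD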; note: some results filed as inactive read as strong as hits
CRFR2-BP ag = agonists of CRF-BP/CRF-R2 complex, primary screen, cell-based, HEK293, calcium dye fluorescence, uHTS. calcium dye fluorescence (FLIPR); percent of saturating CRF peptide response. activation, % at 13.2 µM. 350,000 tested, 0.46% active. AID 588473, 2011;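 active = activation of at least 50%, plus an integration ratio under a set limit after plate pattern correction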;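 note: plate controls were neutral control wells without compound for no effect and CRF at EC100 for full effect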
M5 antag = human M5 muscarinic receptor antagonists, primary screen, CHO cells, Fluo-8 calcium fluorescence | CHO-hM5 cells, ACh EC80 | AID 624040, 2012 | Muscarinic acetylcholine receptor M5 (Homo sapiens), P08912 | 360,000 tested, 0.59% active | inhibition, % at 3 µM;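 active = inhibition above a per-plate cutoff, the mean of that plate's test compounds plus 3 SD, cut at about 27% in these data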;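 note: 0% = acetylcholine EC80 with DMSO and 100% = DMSO without agonist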
IDE inh = human IDE inhibitors in live cells, primary screen, fluorescence polarization, HEK cells, FAbetaB substrate | Insulin-degrading enzyme (Homo sapiens), P14735 | FAbetaB cleavage | inhibition, % at 5.59 µM | AID 434962, 2010 | 320,000 tested, 0.41% active;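 active = percent inhibition above the average of all tested compounds plus 3 SD, set per screening campaign, cut at about 16% in these data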;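 note: IDE supplied by intact live HEK cells; FP after avidin binding of uncleaved biotin substrate so inhibition keeps polarization high; 0% = DMSO wells and 100% = 60 µM reference IDE inhibitor Ii1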
Target sequence (P14735 whole entry, looked up): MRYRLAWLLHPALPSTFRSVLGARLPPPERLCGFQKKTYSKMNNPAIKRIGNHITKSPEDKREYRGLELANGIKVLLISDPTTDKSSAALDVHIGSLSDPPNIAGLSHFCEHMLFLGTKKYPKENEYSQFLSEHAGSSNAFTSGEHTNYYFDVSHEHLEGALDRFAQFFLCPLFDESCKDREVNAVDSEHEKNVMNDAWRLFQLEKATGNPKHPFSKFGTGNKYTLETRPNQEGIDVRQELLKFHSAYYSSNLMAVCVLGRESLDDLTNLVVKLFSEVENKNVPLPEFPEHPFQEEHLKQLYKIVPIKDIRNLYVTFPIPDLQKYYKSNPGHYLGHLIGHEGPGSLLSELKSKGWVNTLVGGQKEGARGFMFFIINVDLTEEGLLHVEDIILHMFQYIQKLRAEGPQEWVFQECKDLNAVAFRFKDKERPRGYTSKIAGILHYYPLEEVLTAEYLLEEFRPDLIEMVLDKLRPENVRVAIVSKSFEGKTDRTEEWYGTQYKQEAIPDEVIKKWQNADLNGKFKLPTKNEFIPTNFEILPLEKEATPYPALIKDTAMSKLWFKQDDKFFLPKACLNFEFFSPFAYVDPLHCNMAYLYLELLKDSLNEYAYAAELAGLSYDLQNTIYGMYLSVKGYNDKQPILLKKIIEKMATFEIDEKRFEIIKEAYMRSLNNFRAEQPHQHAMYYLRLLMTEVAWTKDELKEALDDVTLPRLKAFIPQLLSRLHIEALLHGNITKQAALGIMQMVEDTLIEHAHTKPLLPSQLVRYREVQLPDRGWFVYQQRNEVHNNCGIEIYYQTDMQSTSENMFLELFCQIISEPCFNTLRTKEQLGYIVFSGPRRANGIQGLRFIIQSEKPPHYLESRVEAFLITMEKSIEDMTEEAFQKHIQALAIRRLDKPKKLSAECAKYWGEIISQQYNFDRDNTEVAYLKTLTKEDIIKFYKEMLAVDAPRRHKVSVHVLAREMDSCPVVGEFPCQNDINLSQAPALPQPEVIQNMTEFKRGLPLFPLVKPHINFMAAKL
CHRM5 agonist = human M5 muscarinic receptor agonists, primary screen, CHO-K1 cells, Fluo-8 calcium fluorescence | Muscarinic acetylcholine receptor M5 (Homo sapiens), P08912 | CHO-K1 hM5 cells; 0% DMSO wells, 100% maximal acetylcholine response | activation, % at 3 µM | 360,000 tested, 0.19% active | AID 624037, 2012;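 active = activation above the run's mean over test compounds plus 3 SD, cut at about 23% in these data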;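 note: signal is peak over basal fluorescence ratio across the kinetic read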
CHRM4 agonist = human M4 muscarinic receptor agonists, primary screen, CHO-K1 cells, Fluo-8 calcium fluorescence; 360,000 tested, 0.14% active; CHO-K1 hM4/Gqi5; vehicle 0%, full acetylcholine response 100%; activation, % at 3 µM; AID 624127, 2012; Muscarinic acetylcholine receptor M4 (Homo sapiens), P08173;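 active = activation above the run mean over all test wells plus 3 SD, cut at about 32% in these data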;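 note: peak over basal fluorescence ratio per well then scaled between controls; 0% = DMSO wells and 100% = acetylcholine at EC100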
M4 antag = human M4 muscarinic receptor antagonists, primary screen, CHO cells, Fluo-8 calcium fluorescence; CHO-hM4 cells, ACh EC80; inhibition, % at 3 µM; Muscarinic acetylcholine receptor M4 (Homo sapiens), P08173; 360,000 tested, 0.73% active; AID 624125, 2012;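 active = inhibition above its plate's cutoff, the mean inhibition of sample wells plus 3 SD, cut at about 27% in these data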;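 note: 0% = acetylcholine EC80 with DMSO and 100% = DMSO without agonist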
M5 PAM = human M5 muscarinic receptor positive allosteric modulators, primary screen, CHO-K1 cells, Fluo-8 calcium fluorescence | CHO-K1 hM5, ACh EC20 PAM; 0% = ACh EC20, 100% = ACh EC100 | activation, % at 3 µM | 360,000 tested, 0.3% active;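 active = activation above the run cutoff, the mean activation of all test compounds plus 3 SD, cut at about 18% in these data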
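Assay system: CHO-K1 hM5 cells / Incubation: Fluo-8 loading 80 min at 37 °C plus 30 min room temperature / Technique: Fluo-8 calcium dye fluorescence, kinetic read / Repeats: single replicate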
Starred values were filed as active, the others as inactive; · = no result given.

nr	CRFR2-BP antag	molecule	M4 PAM	CRFR2-BP ag	M5 antag	IDE inh	CHRM5 agonist	CHRM4 agonist	M4 antag	M5 PAM
1	3	COCCn1c(N)c(N(Cc2ccccc2)C(=O)C2CCCC2)c(=O)[nH]c1=O	8	-1.1	1	0	2	3	-4	8
2	-19	COc1ccccc1NS(=O)(=O)c1cccc(C(=O)NCC(c2ccco2)N2CCCCC2)c1 (stereo not given)	12	1.5	2	1	-2	7	-24	-1
3	0	CC(C)NCC(O)Cn1c2c(c3ccccc31)CCc1c-2cnn1-c1ccccc1 (stereo not given)	15	-0.2	7	-4	2	9	-2	3
4	-3	CC(C)CNC(=O)c1cc(-c2ccc(Cl)c(Cl)c2)on1	-6	-0.4	-9	0	1	1	5	10
5	12	NS(=O)(=O)c1ccc(Sc2ccccn2)c([N+](=O)[O-])c1	-4	-3.2	4	-3	1	2	2	3
6	7	O=C(N/N=C/C=C\c1cccc([N+](=O)[O-])c1)c1cccnc1	1	0.3	2	7	-1	3	-3	-5
7	-21	COc1ccccc1C(=O)NCCC(=O)Nc1nc2ccccc2[nH]1	6	1.1	6	4	2	2	-2	2
8	8	Nc1cc(=O)[nH]c(SCC(=O)Nc2ccc(N3CCOCC3)cc2)n1	8	0.0	-6	-2	5	0	-7	14
9	54*	CC(C)Sc1snnc1-c1ccccc1	13	-1.2	-8	-2	-2	0	2	-4
10	6	COc1ccc(-c2nn(-c3ccccc3)cc2C=O)cc1[N+](=O)[O-]	-3	1.8	5	5	-1	1	3	4
11	·	Cc1cn([C@H]2C[C@H](O)[C@@H](/C=C/C(=O)NCCCc3ccccc3)O2)c(=O)[nH]c1=O	1	·	6	·	0	0	-7	0
12	-26	C#CCOCCOCCOCCNc1nc(N2CCN(C(=O)Cn3cc(CCO)nn3)CC2)nc(N2CCN(C(=O)[C@H](C)n3cc(CCCN=C(N)N)nn3)CC2)n1	0	-4.6	16	·	0	-1	10	-5
13	7	O=C(CN1C(=O)c2ccc([N+](=O)[O-])cc2C1=O)NC1CCS(=O)(=O)C1 (stereo not given)	16	0.1	-2	-6	2	1	4	0
14	32	CC(C)(C)C(=O)NC(=S)NCc1ccccc1	4	-3.1	-6	5	-3	-1	4	4
15	15	O=C(NCCS(=O)(=O)N1CCN(c2cccc(Cl)c2)CC1)c1cc(=O)c2ccccc2o1	-3	-2.0	21	-2	0	10	-6	-9
16	23	CC1(C)SCC(C(=O)O)NC1=O (stereo not given)	9	-1.8	0	-3	-6	1	-7	-12
17	4	Cc1noc(-c2ccccc2)c1NC(=O)Nc1ccccc1	-3	0.3	5	1	2	2	-1	5
18	1	Cc1ccc(CN(C)CC(=O)NC(C)c2ccccc2)cc1 (stereo not given)	0	-0.6	3	1	-6	-1	-4	2
19	-14	COc1ccc(CN2C(=O)c3cccnc3C2Nc2ccc(OC)c(Cl)c2)cc1 (stereo not given)	0	-0.6	6	7	3	4	7	-3
20	15	CCOC(=O)C1CCCN(C(=O)c2ccc(C)c([N+](=O)[O-])c2)C1 (stereo not given)	-9	-3.2	5	7	-8	0	14	-14
21	4	N#CCC(=O)Nc1sc2c(c1C(N)=O)CCCC2	11	-0.5	-9	8	-2	1	-12	8
22	9	CCCCNC(=O)Nc1ccon1	2	-1.5	3	1	-4	1	8	0
23	2	CCCC[C@@H]1CNC(=O)C(=O)N1CCCc1cc(OC)c(OC)c(OC)c1	14	3.3	2	5	-3	2	-12	4
24	-42	COc1cccc(-c2cc(C(=O)Nc3cnn(Cc4ccccc4C)c3)no2)c1	-3	11	-1	-2	-1	1	3	-12

Copied from the results shown, two compounds:
nr	CRFR2-BP antag	molecule	M4 PAM	CRFR2-BP ag	M5 antag	IDE inh	CHRM5 agonist	CHRM4 agonist	M4 antag	M5 PAM
23	2	CCCC[C@@H]1CNC(=O)C(=O)N1CCCc1cc(OC)c(OC)c(OC)c1	14	3.3	2	5	-3	2	-12	4
24	-42	COc1cccc(-c2cc(C(=O)Nc3cnn(Cc4ccccc4C)c3)no2)c1	-3	11	-1	-2	-1	1	3	-12

Whole records, quoted from the list.
Cc1noc(-c2ccccc2)c1NC(=O)Nc1ccccc1 is entered as CRFR2-BP antag = 4; M4 PAM = -3; CRFR2-BP ag = 0.3; M5 antag = 5; IDE inh = 1; CHRM5 agonist = 2; CHRM4 agonist = 2; M4 antag = -1; M5 PAM = 5
CC(C)(C)C(=O)NC(=S)NCc1ccccc1 is entered as CRFR2-BP antag = 32; M4 PAM = 4; CRFR2-BP ag = -3.1; M5 antag = -6; IDE inh = 5; CHRM5 agonist = -3; CHRM4 agonist = -1; M4 antag = 4; M5 PAM = 4
COc1ccccc1NS(=O)(=O)c1cccc(C(=O)NCC(c2ccco2)N2CCCCC2)c1 (stereo not given) is entered as CRFR2-BP antag = -19; M4 PAM = 12; CRFR2-BP ag = 1.5; M5 antag = 2; IDE inh = 1; CHRM5 agonist = -2; CHRM4 agonist = 7; M4 antag = -24; M5 PAM = -1

New compounds follow
nr	CRFR2-BP antag	molecule	M4 PAM	CRFR2-BP ag	M5 antag	IDE inh	CHRM5 agonist	CHRM4 agonist	M4 antag	M5 PAM
25	-18	OCC1(Cc2cccc(Cl)c2)CCCN(Cc2ccc(F)c(F)c2)C1 (stereo not given)	-4	1.1	5	5	-1	-1	0	-2
26	18	O=C(NCc1ccco1)c1cccnc1Cl	-2	0.1	-5	7	-1	0	2	5
27	-16	COc1cccc(N2CCN(Cc3nc(N)nc(N4CCCc5ccccc54)n3)CC2)c1	-4	-1.0	3	-3	0	4	7	-6
28	1	O=C(CN(c1ccccc1)S(=O)(=O)c1ccc(Cl)cc1)Nc1cccnc1	-4	-0.1	24	5	-8	2	-5	-13
29	-1	COc1ccc2c3c(ccc2c1)C(=O)/C(=C/O)CC3	4	1.7	18	·	-1	4	-4	-6
30	24	Cc1c(C)c2cc(Cl)c(OCC(=O)N3CCN(c4ccc(F)cc4)CC3)cc2oc1=O	-2	-1.7	-3	4	-3	0	3	6
31	·	CCCNC(=O)c1cc(C2CCCN(C(=O)c3cc(C(C)(C)C)nn3C)C2)on1 (stereo not given)	1	·	-5	·	3	3	5	0
32	-50	Cc1[nH]c2ccccc2c1C(O)CN1CCN(c2cccc(C(F)(F)F)c2)CC1 (stereo not given)	-3	-4.0	5	2	-4	3	2	-5
33	·	CC1(C(=O)NCc2ccccc2)CCC(=O)N1C1CCN(Cc2ccccc2)CC1 (stereo not given)	2	·	-1	·	0	1	-3	0
34	10	COc1ccc(C2(NC(C)=O)CCN(C(=O)c3ccco3)CC2)cc1	2	1.2	-3	1	-5	0	-5	-2
35	8	COc1ccc(CC(=O)Nc2nc(-c3cccnc3)cs2)cc1	-11	0.9	5	5	3	0	3	-4
36	34	CC1CCCN(c2ccc([N+](=O)[O-])s2)C1 (stereo not given)	-5	-1.4	-1	·	-5	0	6	0
37	-2	NS(=O)(=O)c1ccc(CNC(=O)c2ccc3c(c2)OCO3)cc1	1	1.3	3	-1	3	1	-3	2
38	-17	COc1cc(C(=O)Nc2ccncc2)cc(OC)c1OC	3	-1.2	2	-1	0	1	16	-2
39	10	Cc1ccc(C)c(OCC(=O)N2CCc3ccccc3C2)c1	-11	-0.4	1	4	-7	1	-9	-6
40	5	O=c1[nH]n(CC2COC3(CCCCC3)O2)c(=O)c2ccccc12 (stereo not given)	-6	0.4	0	6	6	4	-10	3

Grouped by structure, the entries above with an aryl thioether with sulfur outside any ring.
nr	CRFR2-BP antag	molecule	M4 PAM	CRFR2-BP ag	M5 antag	IDE inh	CHRM5 agonist	CHRM4 agonist	M4 antag	M5 PAM
5	12	NS(=O)(=O)c1ccc(Sc2ccccn2)c([N+](=O)[O-])c1	-4	-3.2	4	-3	1	2	2	3
8	8	Nc1cc(=O)[nH]c(SCC(=O)Nc2ccc(N3CCOCC3)cc2)n1	8	0.0	-6	-2	5	0	-7	14
9	54*	CC(C)Sc1snnc1-c1ccccc1	13	-1.2	-8	-2	-2	0	2	-4

Additional compounds follow.
nr	CRFR2-BP antag	molecule	M4 PAM	CRFR2-BP ag	M5 antag	IDE inh	CHRM5 agonist	CHRM4 agonist	M4 antag	M5 PAM
41	-5	CCCCN(C(=O)CSc1nnc(Nc2ccc(C)c(C)c2)s1)c1c(N)n(Cc2ccccc2)c(=O)[nH]c1=O	10	5.6	-2	3	-2	0	-9	1
42	·	COC(=O)[C@]12CCCCC=C1N(Cc1ccco1)C(=O)[C@H](CC(=O)N1CCN(C(=O)c3ccco3)CC1)C2	1	·	3	·	4	8	-8	-5
43	-14	Cc1cccc[n+]1CC(=O)c1ccc([N+](=O)[O-])cc1	2	-0.6	4	·	-8	1	-8	-2
44	4	COc1ccc(NC(=O)N(C)C[C@H]2Oc3ccc(NC(=O)Cc4ccccc4)cc3C(=O)N([C@H](C)CO)C[C@@H]2C)cc1	1	-0.4	6	5	0	10	0	0
45	1	O=C(Nc1ccc2nc(-c3cccnc3)[nH]c2c1)C12CC3CC(CC(C3)C1)C2	-2	-0.6	4	8	1	10	-9	-9
46	-3	Cc1ccsc1C(=O)OCC(=O)Nc1c(C)n(C)n(-c2ccccc2)c1=O	0	-1.2	4	6	-1	1	4	-1
47	50	CSc1ccc(C(C(C(=O)c2cccs2)N2CCOCC2)N2CCOCC2)cc1 (stereo not given)	1	0.0	4	4	-11	-2	4	-8
48	12	O=C(CS(=O)CC(=O)N(c1cccc(F)c1)C(C(=O)NC1CCCCC1)c1ccco1)Nc1ccc(F)cc1 (stereo not given)	-1	-0.2	-2	-8	-1	1	-1	-2
49	21	COc1ccc(CSc2ncnc3sccc23)cc1F	0	3.6	3	-2	-7	-1	-3	-8
50	0	CS(=O)(=O)Nc1ccccc1C(=O)Nc1ccccc1Cl	5	0.5	-11	4	-3	3	-9	4
51	24	Cc1ccc(NC(=O)CN(C)C(=O)c2ccc(Cl)c([N+](=O)[O-])c2)cc1	1	-0.6	-4	1	-2	2	0	0
52	8	COc1ccc(CNC(=O)CN(C(=O)Cn2nnc(-c3ccccc3F)n2)c2ccc(C)cc2)cc1	-2	0.4	4	6	3	1	-4	-3
53	3	COc1ccc(CCNC(=O)C2CCN(S(=O)(=O)c3cccc4cccnc34)CC2)cc1OC	-3	1.6	7	-7	-2	10	-14	-12
54	-4	O=C(c1ccccn1)N1CCN(c2cccc(C(F)(F)F)c2)CC1	6	1.4	13	6	4	3	-9	4
55	-36	Cc1ccc(NS(=O)(=O)c2ccc(C(=O)NC3CCN(Cc4ccccc4)CC3)cc2)cc1	-5	6.2	7	2	-5	19	5	-12
56	-3	COc1cccc(-c2nc(CS(=O)(=O)c3ccccc3)no2)c1	16	-0.6	1	1	-4	3	-9	1
